Source: PubChem BioAssay (several laboratories)
DAX1 inh-1: blocks DAX1 repression of SF-1 activated StAR promoter | 370,000 compounds, 1.1% hits | AID 652010 | HEK293T StAR-luciferase reporter, SF-1/DAX-1 repression relief | inhibition, % at 6.8 µM;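 active means inhibition above the mean over all tested compounds plus 3 SD, cut at about 3.6% in these data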;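 further: 0% = DAX-1 cells with DMSO and 100% = cells lacking DAX-1 with DMSO; higher inhibition means more luminescence from relief of DAX-1 repression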
KLK7 zymogen act: activators of human kallikrein-7 zymogen. P49862. 370,000 compounds, 0.9% hits. activation, % at 7 µM. AID 652039. purified proKLK7, EDANS-DABCYL substrate fluorescence; 100% is mature enzyme control, 0% vehicle;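 active means activation above the mean of all tested compounds plus 3 SD, computed per campaign excluding outliers beyond control limits, cut at about 13% in these data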
FXN GAA850 act: activators of GAA850 frataxin (FXN) promoter. HEK293 lucGAA850 FXN promoter luciferase reporter, 24 h; percent of 10 µM SAHA response. activation, % at 6 µM. 360,000 compounds, 0.56% hits. AID 540364;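 active means activation above the average of all compounds screened plus 3 SD, cutoff fixed separately per campaign, cut at about 7.5% in these data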;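 further: 0% = DMSO wells and 100% = 10 µM SAHA wells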
SMARCA2 act: increases SMARCA2 function in MMTV reporter cells; MG213 cells, MMTV-luciferase reporter, dexamethasone, overnight; activation, % at 9.1 µM; 370,000 compounds, 1% hits; in the data active means activation above about 7.8%;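 further: 0% = vehicle wells and 100% = reference activator wells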
hgDAF12 agonist: agonists of H. glycines DAF-12 nuclear receptor; HEK293 GAL4-hgDAF12 UAS-luciferase reporter, agonist luminescence; normalized to butyrate control; 370,000 compounds, 1.8% hits; AID 687014; activation, % at 6.8 µM;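 active means activation above a cutoff set at the mean of all screened compounds plus 3 SD, cut at about 10% in these data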;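 further: 0% = DMSO wells and 100% = sodium butyrate wells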
hcDAF-12 act: activates DAF-12 receptor from parasite H. contortus | 370,000 compounds, 1.4% hits | AID 652067 | activation, % at 6.8 µM | HEK293 hcDAF-12 lit1-tk-luc reporter, luminescence; 0% DMSO, 100% Δ7-dafachronic acid;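 active means activation above the mean of all tested compounds plus 3 SD, cut at about 5.5% in these data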;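 further: 100% = response to 3 µM Δ7-dafachronic acid high control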
ssDAF12 agonist: S. stercoralis DAF-12 activation, primary screen. 370,000 compounds, 1% hits. activation, % at 6.8 µM. AID 652126. HEK293 ssDAF-12/GRIP1 lit1-tk-luc reporter, luminescence; % of 3 µM dafachronic acid response;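 active means activation above the mean over all tested compounds plus 3 SD, cut at about 0.9% in these data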;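 further: 0% = DMSO-only wells and 100% = 3 µM delta7-dafachronic acid wells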
GC-B act: GC-B (human) receptor activation; activation, % at 10 µM; HEK293-GC-B cells, CNP EC30, cGMP TR-FRET; 0% at EC30 CNP, 100% saturating CNP; 370,000 compounds, 0.11% hits;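 active means activation at 10 µM reaching about 35% in either raw or pattern-adjusted values, limit read from the data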
Target sequence (P20594 whole entry, looked up): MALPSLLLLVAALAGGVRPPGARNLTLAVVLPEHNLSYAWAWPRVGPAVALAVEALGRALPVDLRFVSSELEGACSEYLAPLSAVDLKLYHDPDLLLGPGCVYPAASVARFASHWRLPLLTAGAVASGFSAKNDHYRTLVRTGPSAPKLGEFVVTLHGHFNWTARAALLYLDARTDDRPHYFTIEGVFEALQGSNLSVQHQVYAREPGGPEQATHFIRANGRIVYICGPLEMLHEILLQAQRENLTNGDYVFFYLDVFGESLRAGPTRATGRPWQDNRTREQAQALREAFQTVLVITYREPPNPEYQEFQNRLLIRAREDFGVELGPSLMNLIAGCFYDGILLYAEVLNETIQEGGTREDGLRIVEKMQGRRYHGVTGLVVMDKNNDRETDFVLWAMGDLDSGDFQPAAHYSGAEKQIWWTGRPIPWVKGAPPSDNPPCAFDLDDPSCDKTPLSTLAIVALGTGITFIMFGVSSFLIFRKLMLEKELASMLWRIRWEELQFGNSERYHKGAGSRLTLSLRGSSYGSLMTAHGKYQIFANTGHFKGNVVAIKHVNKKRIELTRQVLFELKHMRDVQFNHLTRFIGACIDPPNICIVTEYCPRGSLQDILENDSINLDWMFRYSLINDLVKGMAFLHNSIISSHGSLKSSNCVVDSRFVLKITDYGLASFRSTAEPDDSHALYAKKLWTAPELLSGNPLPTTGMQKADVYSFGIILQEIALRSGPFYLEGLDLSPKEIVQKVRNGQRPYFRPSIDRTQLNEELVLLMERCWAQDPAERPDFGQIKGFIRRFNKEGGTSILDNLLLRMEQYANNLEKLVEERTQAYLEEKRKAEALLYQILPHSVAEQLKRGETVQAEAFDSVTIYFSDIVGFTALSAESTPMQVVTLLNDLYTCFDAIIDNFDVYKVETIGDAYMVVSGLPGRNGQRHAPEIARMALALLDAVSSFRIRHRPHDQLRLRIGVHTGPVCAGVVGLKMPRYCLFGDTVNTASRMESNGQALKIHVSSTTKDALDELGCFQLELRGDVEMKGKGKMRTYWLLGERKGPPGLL
DAX1 inh-2: inhibitors of human orphan nuclear receptor DAX1 (NR0B1); AID 504766; HEK293 Gal4-DAX1 luciferase reporter, luminescence; P51843; inhibition, % at 6.75 µM; 340,000 compounds, 0.99% hits;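 active means inhibition above the mean over all tested compounds plus 3 SD, cut at about 4.2% in these data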;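 further: 0% = DAX1-transfected cells with DMSO and 100% = empty-vector control cells with DMSO; inhibition shows as a rise in luminescence from relieved DAX1 repression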
sPLA2-III inh: Inhibits HGIII-sPLA2 liposome hydrolysis, primary screen. QFRET BODIPY PC-A2 liposome hydrolysis, fluorescence. inhibition, % at 12.2 µM. 370,000 compounds, 0.56% hits;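 active means inhibition above mean plus 3 SD of compounds lying within the high and low control bounds, cut at about 19% in these data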;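 further: 0% = median of test compound wells and 100% = no enzyme DMSO wells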
NPR1 activator: GC-A (human) enzyme activation; AID 1671463; activation, % at 10 µM; 370,000 compounds, 0.14% hits; P16066; HEK293 GC-A cells, cGMP TR-FRET, EC30 ANP; 0% at EC30 ANP, 100% saturating ANP; in the data active means activation above about 40%
Active calls of the source: *; x = not tested or not shown.

SMILES	DAX1 inh-1	KLK7 zymogen act	FXN GAA850 act	SMARCA2 act	hgDAF12 agonist	hcDAF-12 act	ssDAF12 agonist	GC-B act	DAX1 inh-2	sPLA2-III inh	NPR1 activator
CC(C)C(NC(=O)c1ccccc1)C(=O)OCC(=O)N1CCCCC1 (stereo unspecified)	1.8	0.6	1.2	-3	-0.8	-0.8	-0.6	10	0.4	-5	-1
COc1cc(Nc2ccn3nc(-c4ccccc4Cl)cc3n2)cc(OC)c1OC	-1.0	-0.5	2.0	2	0.1	-1.9	-1.7	-8	x	-19	-4
CCN(CC)Cc1c(CC(C)C)oc(C)c1C(=O)O	0.4	-0.4	1.3	-3	-0.5	-1.7	-1.6	1	-0.6	8	2
O=[N+]([O-])c1ccc(S(=O)(=O)Nc2nc(-c3ccccc3)cs2)cc1	0.1	0.0	1.1	-2	-2.0	-0.6	-0.5	1	0.1	-35	-1
c1ccc2nc3c(cc2c1)CCCCC3	0.0	0.2	3.0	7	1.5	0.7	-1.1	-4	0.7	3	-2
CCOc1ccc(-c2ccc(C3=CC(=O)C[C@H](c4ccc(F)cc4)C3)cc2)cc1	2.4	-0.4	x	-2	-1.5	-0.1	-0.9	7	x	14	10
Cc1cccc(N2CCN(C(=O)c3ccc4ccccc4c3)CC2C)c1 (stereo unspecified)	-0.7	0.2	0.2	-1	2.5	-1.5	-1.3	-1	-0.6	-2	4
Cc1nc2ccccc2nc1SCC(=O)N1CCC(C)CC1	-1.9	-0.1	0.7	-5	-5.2	-2.3	-2.1	8	-3.1	0	18
COc1ccc2nc(-c3ccccn3)[nH]c2c1	2.2	0.5	4.2	3	12*	5.1	0.5	-1	2.1	-2	2
Cc1cc(NC(=O)NC(=O)c2ccccc2)no1	0.3	-0.3	5.3	0	1.5	4.4	-1.2	-2	0.9	5	6
CC(C)C[C@H](NC1(C(=O)NC2CCCCC2)CCC1)C(=O)NCC(c1ccccc1)c1ccccc1	x	x	x	x	1.3	0.5	-1.6	-3	x	1	-4
COc1ccc(Cl)cc1NC(=O)Cc1c(F)cccc1Cl	0.1	-0.3	0.4	-1	-0.2	1.9	-1.1	-4	-0.8	2	-9
Fc1ccc(-c2cc(-c3ccccc3)nc(-n3cccn3)n2)cc1	-0.7	0.5	-0.8	-3	-1.1	-3.3	-1.7	6	-1.5	-3	-2
C[C@H](NS(=O)(=O)c1ccc(Cl)cc1)C(=O)OCC(=O)NC(=O)Nc1ccc2c(c1)OCCO2	-0.6	0.3	-8.3	-2	-3.1	-3.1	-2.3	-1	-0.4	-16	2
Cc1ccccc1NC(=O)NC1CCCCCCC1	0.0	0.5	0.9	5	-1.8	-1.5	-0.6	-2	0.2	0	-1
Cc1cccc(-n2c(SCC(=O)NCc3ccc4c(c3)OCO4)nc3ccccc3c2=O)c1	-0.5	-0.4	3.1	1	0.1	-1.7	-0.5	5	-0.8	4	2
CN1/C(=C\C=N\NC(=O)c2ccccc2Br)C(C)(C)c2ccccc21	-0.1	-0.5	0.4	-2	0.3	-0.4	-1.3	2	0.0	12	-1
CCC(=O)c1ccc(N2CCCCC2)c(F)c1	-0.4	-0.8	2.1	-4	-1.7	-1.7	-0.2	2	-0.5	4	-1
CC1CN(C)C(C)c2c1oc1ccc(N)cc21 (stereo unspecified)	0.1	0.9	2.0	-2	-3.4	-0.9	-1.1	-2	-0.6	5	4
COC(=O)c1ccc(COc2ccc(/C=N/NC(N)=S)cc2)o1	-0.8	-0.1	-3.3	-2	-2.3	-1.2	-2.1	-9	x	8	-4
OC1CCCN(CC(O)COc2ccc(-c3ccccc3)cc2)C1 (stereo unspecified)	0.2	0.1	1.0	-1	0.1	-0.3	-0.8	5	0.5	10	6
CC(c1ccccc1)c1nnc(NC(=O)Nc2ccccc2F)s1 (stereo unspecified)	-0.1	-0.5	2.4	1	6.2	-2.2	-0.9	4	1.3	-4	9
COc1ccccc1CNC(=O)C/C(C)=N/NC(=O)COc1ccc(C)cc1Br	0.1	0.4	0.0	-1	0.7	-0.4	-0.8	3	-0.2	-16	-2
CCCCC(CC)C(=O)NCC(C)NC(=O)C(CC)CCCC (stereo unspecified)	-0.4	-0.1	1.4	-3	4.0	-1.4	-0.3	4	-0.5	12	-5
Cc1cc(N/N=C/c2ccccc2F)nc(NCc2ccccc2)n1	-0.5	0.1	0.4	-3	-2.2	-0.4	-2.1	-2	0.1	0	0

Fetched by compound from the entries so far:
SMILES	DAX1 inh-1	KLK7 zymogen act	FXN GAA850 act	SMARCA2 act	hgDAF12 agonist	hcDAF-12 act	ssDAF12 agonist	GC-B act	DAX1 inh-2	sPLA2-III inh	NPR1 activator
COc1cc(Nc2ccn3nc(-c4ccccc4Cl)cc3n2)cc(OC)c1OC	-1.0	-0.5	2.0	2	0.1	-1.9	-1.7	-8	x	-19	-4
COc1ccc(Cl)cc1NC(=O)Cc1c(F)cccc1Cl	0.1	-0.3	0.4	-1	-0.2	1.9	-1.1	-4	-0.8	2	-9

Next section
SMILES	DAX1 inh-1	KLK7 zymogen act	FXN GAA850 act	SMARCA2 act	hgDAF12 agonist	hcDAF-12 act	ssDAF12 agonist	GC-B act	DAX1 inh-2	sPLA2-III inh	NPR1 activator
Cc1nc(-c2ccc(S(=O)(=O)Oc3ccccc3Cl)s2)cs1	0.1	0.6	1.8	1	0.8	-2.6	-1.2	3	-0.1	-1	-3
O=C(O)c1ccccc1N=N/C(=N/Nc1cc(S(=O)(=O)O)ccc1O)c1ccccc1	1.3	0.4	-1.2	-1	0.3	1.0	-1.3	-4	0.1	8	-2
CCN(CC(=O)NCc1ccccn1)S(=O)(=O)c1ccc(Cl)cc1	-0.3	0.2	-0.9	-2	0.8	-1.2	-1.1	1	-0.4	-1	4
COc1ccc(NC(=O)CN(C)C(=O)C(C)Sc2ccccc2)cc1 (stereo unspecified)	1.6	-0.1	2.0	2	-0.2	1.1	-0.8	0	1.1	-1	2
COc1ccc(OCc2nnc(SCc3ccc(C(=O)O)cc3)o2)cc1	1.1	0.0	1.0	1	1.0	-0.5	-0.8	-2	-0.4	-5	-6
COC(=O)c1cc(S(=O)(=O)NCC2CCN(Cc3ccc(F)cc3)CC2)cn1C	0.1	0.8	1.5	7	0.9	-0.3	-1.2	6	-0.2	-6	-7
O=C(Cc1ccsc1)N1CCN(S(=O)(=O)c2cccc(F)c2)CC1	1.3	-0.1	2.2	-2	0.6	2.4	-0.7	2	2.5	-5	-1
CC(C)(C)C1CCC(=NNC(=O)CN(c2ccccc2)S(=O)(=O)c2ccccc2[N+](=O)[O-])CC1 (stereo unspecified)	0.3	0.0	0.6	-1	-0.1	-0.9	-0.7	0	3.6	-12	1
Cc1cnc(NC(=O)CSc2c(Cl)cccc2Cl)s1	0.3	0.3	0.9	2	-0.9	-1.0	-1.9	-3	-1.1	-3	-4
COc1cc(OC)cc(C(=O)Nc2ccccc2NC(C)=O)c1	-0.1	0.1	-1.9	0	-1.4	-1.3	-1.1	3	0.1	-1	5
CC1(C)CC(=O)C2=C(C1)NC(=O)CC2c1cc2c(cc1Br)OCO2 (stereo unspecified)	-0.9	0.2	1.5	-1	-4.9	-0.7	-0.3	2	0.1	8	-3
COc1ccccc1/C=C/c1nc2ccc(OC(C)=O)cc2c(=O)o1	-0.2	-0.2	-0.4	3	4.3	2.0	-1.4	-3	0.4	-5	28
COC(=O)c1sccc1NC(=S)N(C)C1CCCCC1	-0.3	-0.4	2.1	-1	-2.3	-1.2	-1.3	3	-0.1	5	-1
O=C(CSc1ccc2nnc(-c3cccnc3)n2n1)NCC1CCCO1 (stereo unspecified)	-0.8	0.6	0.7	-3	-2.5	0.4	-1.3	3	0.3	7	2
COC(=O)c1ccc(COc2ccc(C3C4=C(CCCC4=O)Nc4onc(C)c43)cc2)cc1 (stereo unspecified)	0.4	-6.8	3.2	1	-1.2	-1.9	-1.3	0	-0.6	-41	-4
O=C(CSc1nnc(CNC(=O)c2ccccc2F)o1)NC1CCCCC1	-0.4	-0.2	-0.8	-1	0.2	-0.9	-0.6	5	-0.2	-1	3
CCCCNC(=S)N(C)/N=C/c1ccccc1C(=O)O	0.1	-0.3	-2.5	1	0.6	0.0	-0.8	-2	-0.6	1	0
CCc1nc2ccc(C(=O)NCc3cccs3)cn2c1N(CC)Cc1cccc(Br)c1	-2.4	-0.8	-4.5	-5	1.6	-0.9	-1.7	6	x	-8	-1
Cc1ccc(NC(=O)CN(C)C(=O)c2cccc(S(=O)(=O)NCc3ccccc3)c2)cc1	-2.7	0.3	0.9	-2	-0.3	-1.4	-1.2	-10	2.9	-24	-3
COC(=O)[C@H](C(C)C)N(CCCc1cn(CC2CCCCC2)nn1)S(=O)(=O)c1ccccc1Br	-1.0	0.7	x	-3	-2.4	-2.4	-1.6	2	x	-21	0
CC(C)C[C@H]1CNC(=S)N1CC1CCN(CC2CCCC2)CC1	1.4	0.3	0.9	0	-2.3	-2.1	-0.8	0	-0.1	1	1
C=CCc1ccc(OC)c(OC)c1	-0.3	0.1	-2.6	1	-1.8	-0.7	0.8	6	3.0	18	4
CCc1ccc(-c2nc(SCC(=O)c3c(N)n(C)c(=O)n(C)c3=O)n[nH]2)cc1	1.6	-0.2	0.5	-2	1.6	-1.6	-0.5	0	2.2	4	-2
CC(C)(C)OC(=O)NOCC(=O)N(Cc1ccccc1)CC(O)COc1ccccc1 (stereo unspecified)	-0.4	0.0	-1.5	-2	-1.7	-2.8	-1.6	3	-0.9	-8	1
COc1cccc(CN2CCN(C3CCN(c4ccccc4C)CC3)CC2CCO)c1 (stereo unspecified)	-1.2	-0.8	-1.8	-1	-0.5	0.1	-1.2	-2	0.1	-3	-1
SMILES	DAX1 inh-1	KLK7 zymogen act	FXN GAA850 act	SMARCA2 act	hgDAF12 agonist	hcDAF-12 act	ssDAF12 agonist	GC-B act	DAX1 inh-2	sPLA2-III inh	NPR1 activator
O=C(NCC1CCCO1)C1CCCN(c2ncccn2)C1 (stereo unspecified)	-0.5	-1.1	-1.0	1	-0.2	0.4	-1.1	4	0.9	-1	0
O=C(COc1ccc(S(=O)(=O)N2CCOCC2)cc1)NC1CC1	0.5	-0.2	-0.1	-2	-1.5	0.6	-1.1	-2	-1.3	10	-1
CCOc1ccc(S(=O)(=O)N(CC(=O)NN=C2CCN(C)CC2)c2ccc(C)cc2)cc1	0.3	0.3	1.7	1	-0.4	-0.2	-0.9	0	-0.3	2	3
CC1(C)CC(=O)C(C(=S)Nc2ccccc2)=C(NC2CC(C)(C)NC(C)(C)C2)C1	-0.3	0.1	0.0	-2	1.4	-1.1	-0.6	6	-0.1	7	5
Cc1[nH]nc(Nc2ccc(C(C)C)cc2)c1[N+](=O)[O-]	2.2	-0.4	4.1	6	8.4	3.4	-0.4	1	3.4	-16	-1
COc1cc([N+](=O)[O-])ccc1NC(=O)CC1SC(=Nc2ccc(F)cc2)N(CCC2=CCCCC2)C1=O (stereo unspecified)	-0.7	-0.2	2.0	-2	1.9	-0.4	-1.0	2	0.7	-4	6
O=C(CCN1C(=O)COc2ccccc21)N1CCCCC1	-0.4	0.1	3.2	-2	0.3	0.0	-1.2	1	0.0	-2	0
COc1ccc(NS(=O)(=O)c2ccc(C)c(NC(=O)CN3C(=O)NC4(CCCC4)C3=O)c2)cc1	-0.3	-0.4	0.6	-2	-0.8	0.1	-0.9	2	-0.7	-8	2
